# LYPLA1 counter: blocks human lysophospholipase 1, a PME1 counter-screen | hit rate 0.16% among 320,000 | recombinant LYPLA1, FP-Rh probe fluorescence polarization | AID 2174 | inhibition, % at 5.9 µM;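 active = inhibition above the mean of all tested compounds plus 3 SD, set per campaign, cut at about 14% in these data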;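 note: inhibitors block serine hydrolase probe labeling of LYPLA1 so polarization falls; 0% = enzyme with DMSO and 100% = wells lacking LYPLA1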
# Target sequence (O75608 whole entry, looked up): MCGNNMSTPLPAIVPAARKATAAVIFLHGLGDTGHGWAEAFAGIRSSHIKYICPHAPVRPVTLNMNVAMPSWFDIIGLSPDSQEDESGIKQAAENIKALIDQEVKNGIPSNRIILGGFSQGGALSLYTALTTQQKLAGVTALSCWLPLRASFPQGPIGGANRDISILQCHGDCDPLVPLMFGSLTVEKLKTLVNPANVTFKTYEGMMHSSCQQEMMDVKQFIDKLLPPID
# pPAFAH FP inh: pPAFAH (human) enzyme inhibition; Q13093; recombinant pPAFAH, FP-rhodamine probe fluorescence polarization; inhibition, % at 3.39 µM; hit rate 1.5% among 330,000;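 active = inhibition above the mean inhibition across the screen plus 3 SD, cut at about 25% in these data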;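 note: inhibitors block binding of the rhodamine activity-based probe so polarization drops; 0% = enzyme with DMSO and 100% = wells lacking pPAFAH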
# PAFAH2 inh: inhibitors of human PAFAH2 | inhibition, % at 3.39 µM | AID 492956 | hit rate 0.99% among 340,000 | recombinant PAFAH2, FP-rhodamine activity probe, fluorescence polarization;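 active = inhibition above the mean over all tested compounds plus 3 SD, cut at about 30% in these data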;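 note: inhibitors block probe labeling of enzyme so polarization drops; 0% = enzyme with DMSO and 100% = wells lacking PAFAH2 protein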
# PAFAH1B2 inh: inhibitors of human PAFAH1B2 | recombinant PAFAH1B2, FP-rhodamine activity probe, fluorescence polarization | inhibition, % at 3.39 µM | hit rate 1.2% among 340,000 | AID 492953;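 active = inhibition above the mean of all tested compounds plus 3 SD, cut at about 24% in these data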;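 note: 0% = enzyme with DMSO and 100% = wells lacking PAFAH1B2; many of its hits are not listed in these tables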
# Target sequence (P68402 whole entry, looked up): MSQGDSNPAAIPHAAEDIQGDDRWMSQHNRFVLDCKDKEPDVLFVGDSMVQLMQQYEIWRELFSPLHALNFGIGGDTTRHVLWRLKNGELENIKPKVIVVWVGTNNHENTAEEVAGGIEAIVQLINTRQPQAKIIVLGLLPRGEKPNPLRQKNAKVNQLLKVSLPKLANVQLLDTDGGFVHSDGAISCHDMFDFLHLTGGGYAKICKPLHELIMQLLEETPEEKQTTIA
# LYPLA2 counter: LYPLA2 (human) inhibition in PME1 counter-screen. AID 2177. inhibition, % at 5.9 µM. hit rate 0.38% among 320,000. O95372. recombinant LYPLA2, FP-Rh probe fluorescence polarization;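 active = inhibition above the screen-wide mean plus 3 SD, limit set per campaign, cut at about 26% in these data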;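 note: 0% = LYPLA2 with DMSO and 100% = wells lacking LYPLA2 enzyme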
# Target sequence (O95372 whole entry, looked up): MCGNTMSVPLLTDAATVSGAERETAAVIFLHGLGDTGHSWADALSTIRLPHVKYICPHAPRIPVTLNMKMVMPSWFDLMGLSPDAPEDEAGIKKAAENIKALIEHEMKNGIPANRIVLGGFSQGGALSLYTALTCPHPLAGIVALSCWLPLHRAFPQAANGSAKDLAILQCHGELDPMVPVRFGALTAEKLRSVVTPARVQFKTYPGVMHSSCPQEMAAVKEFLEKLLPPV
# PAFAH1B3 FP inh: blocks human PAF acetylhydrolase 1B catalytic subunit 3; recombinant PAFAH1B3, FP-rhodamine probe, fluorescence polarization; inhibition, % at 3.39 µM; hit rate 0.28% among 340,000; AID 492972;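 active = inhibition above the screen-wide average of all tested compounds plus 3 SD, cut at about 25% in these data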;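 note: 0% = enzyme with DMSO only and 100% = wells lacking PAFAH1B3 protein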
# PAD4 inh: inhibitors of human PAD4; Q9UM07; recombinant PAD4, RCA probe fluorescence polarization; inhibition, % at 6.36 µM; hit rate 0.41% among 330,000; AID 485272;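 active = percent inhibition above a cutoff equal to the mean of all tested compounds plus 3 SD, cut at about 15% in these data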;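 note: 0% = PAD4 with RCA probe and DMSO and 100% = probe without PAD4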
# GSTO1 counter: counter-screen for RBBP9 inhibitors: inhibitors of human GSTO1 | P78417 | recombinant GSTO1, activity-based probe fluorescence polarization | inhibition, % at 5.96 µM | hit rate 1.1% among 300,000 | AID 1974;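 active = inhibition above the campaign mean inhibition plus 3 SD, cut at about 35% in these data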;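 note: 0% = GSTO1-1 with DMSO and 100% = wells lacking GSTO1-1 enzyme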
# Target sequence (P78417 whole entry, looked up): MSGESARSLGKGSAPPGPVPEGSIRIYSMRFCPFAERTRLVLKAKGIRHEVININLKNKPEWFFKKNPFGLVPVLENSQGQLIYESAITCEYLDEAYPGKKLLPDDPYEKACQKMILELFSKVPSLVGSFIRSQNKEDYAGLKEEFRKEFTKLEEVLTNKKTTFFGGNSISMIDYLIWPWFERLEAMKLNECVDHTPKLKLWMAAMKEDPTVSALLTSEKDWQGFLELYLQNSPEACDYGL
# PREPL inh: inhibitors of human prolyl oligopeptidase-like enzyme PREPL. Q4J6C6. recombinant PREPL, fluorescence polarization activity-based probe. inhibition, % at 5.96 µM. hit rate 0.68% among 320,000. AID 2751; in the data active = inhibition above about 43%;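 note: 0% = enzyme with DMSO and 100% = wells lacking enzyme; many of its hits are not listed in these tables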
# Active calls of the source: *; / = not tested or not shown.
SMILES,LYPLA1 counter,pPAFAH FP inh,PAFAH2 inh,PAFAH1B2 inh,LYPLA2 counter,PAFAH1B3 FP inh,PAD4 inh,GSTO1 counter,PREPL inh
Brc1ccc(/C=C/C=N/Nc2nc3ccccc3s2)cc1,-5.0,-1.1,-8.4,-4.7,-8.7,3.0,-2.3,-6.2,2.8
CSCCC(NC(=O)C12CC3CC(CC(C3)C1)C2)C(=O)OCC(=O)c1ccc(C)cc1 (centres undefined),0.9,-0.5,-8.9,-3.7,4.6,1.4,0.7,2.6,6.8
CCOC(=O)C1(CC)Oc2ccccc2C(c2ccc(OC)cc2)=C1C(=O)OC (centres undefined),/,-3.4,4.1,16.5,/,8.0,1.8,/,/
COc1ccc(S(=O)(=O)N2CCC3(CC2)OCCN3S(=O)(=O)c2ccc(C)cc2)cc1OC,-0.9,-0.7,4.0,3.4,4.0,6.9,3.4,17.7,10.1
O=C(NCc1ccc2c(c1)OCO2)c1cc2ccccc2oc1=O,-2.8,7.3,-6.8,-0.2,-0.5,10.7,3.2,0.6,2.7
COc1ccc2nc(NC(=O)C3CCCN(S(=O)(=O)c4cccc5nonc45)C3)sc2c1 (centres undefined),-11.2,-0.9,-9.6,-7.7,-9.1,6.0,1.0,-9.5,-2.9
Cc1ccc(OCCC(=O)OCC(=O)N2CCN(S(=O)(=O)c3ccc(C)cc3C)CC2)cc1,-2.4,11.7,0.1,0.1,-1.2,6.5,-3.3,-0.9,1.6
COc1cc(-c2cc(C(=O)Nc3ccccc3N3CCOCC3)c3ccccc3n2)cc(OC)c1OC,-1.1,3.0,3.6,-2.4,-0.5,1.2,-3.4,2.3,5.8
Cc1nnc(C)c2c(C)n(-c3ccc4ncccc4c3)c(C)c12,3.2,3.2,-0.1,2.3,1.1,9.9,-4.7,17.3,30.2
COc1cc(S(=O)(=O)Nc2ccc3c(c2)C(=O)N(C)C3=O)ccc1NC(C)=O,/,3.5,-11.9,-2.2,/,-4.1,0.5,/,8.1
Nc1ncnc(Sc2ccccc2)c1[N+](=O)[O-],-0.9,3.6,-2.1,-6.7,3.2,-0.4,8.6,-1.7,22.4
CCOC(=O)c1ccn(CSc2c(F)c(F)cc(F)c2F)n1,1.1,-0.4,-0.1,5.3,1.6,6.4,-6.1,/,-16.1
Cc1ccc(-c2cc(-c3nnc(SCC(=O)NCC(C)C)n3N)c3ccccc3n2)cc1,-1.9,11.5,-2.0,0.8,-0.7,-0.1,1.4,1.1,-11.5
O=C(NCc1ccc2c(c1)OCO2)Nc1cccc(Cl)c1,-1.6,5.9,-9.6,-1.2,3.3,8.0,3.7,-5.5,4.8
COc1cccc(CN(C(=O)c2cccs2)C2CCS(=O)(=O)C2)c1 (centres undefined),0.5,2.6,3.7,1.6,1.5,2.2,3.1,1.9,23.1
CC(=O)c1cc2c(cc1NC(=O)c1c(-c3ccccc3)noc1C)OCO2,0.6,3.0,-3.5,3.2,1.5,4.3,-8.2,-6.1,15.5
CCOC(=O)c1ccc(NC(=O)C2CCCO2)cc1 (centres undefined),-2.1,3.4,-8.1,1.1,-5.5,11.9,2.4,14.4,-7.0
Cc1ccc(SCCC(=O)Nc2cccnc2)cc1,-0.1,0.4,/,/,3.5,/,-8.7,6.9,-1.3
CC(=O)NC(=S)Nc1ccccc1N1CCN(C(=O)c2ccccc2)CC1,-2.6,0.5,-3.8,4.8,-0.4,6.8,-1.4,3.3,3.5
O=C1CCCc2c1nn(-c1ccccc1)[n+]2[O-],2.2,4.5,13.0,-2.7,2.3,-4.4,3.7,7.2,12.1
C=CCNC(=O)C(=O)NCC(c1ccc2c(c1)OCO2)N1CCOCC1 (centres undefined),0.5,-1.4,6.0,6.9,-4.0,15.7,6.1,-1.3,5.9
O=C(CN(C(=O)CNC(=O)c1ccco1)c1ccccc1F)NC1CCCCC1,-9.7,-1.6,2.9,-5.7,-5.0,3.3,-0.3,-1.0,4.5
S=c1[nH]nc(COc2ccccc2)n1/N=C/c1ccc(Br)cc1,-0.8,12.1,1.8,12.1,-5.7,2.1,-5.7,4.8,-6.3
Cc1ccc(-n2c(SCC(=O)NCC3CCCO3)nc3n[nH]c(C)c3c2=N)cc1Cl (centres undefined),-5.9,0.4,2.2,3.3,-1.9,4.8,-4.9,-6.1,24.3
Cc1ccc(S(=O)(=O)NN2C(=O)c3ccccc3NC2c2cccc(O)c2)cc1 (centres undefined),-0.9,-0.3,/,/,-1.7,/,-5.1,-0.2,7.6
COc1ccc(S(=O)(=O)N(C)c2nc3ccccc3n3c(CC(C)C)nnc23)cc1,-1.2,6.4,-0.2,4.7,0.5,5.7,4.0,3.6,-2.2
CCC(=O)N1COC[C@@H]1Cc1ccccc1,-0.5,0.9,2.3,0.2,8.4,4.3,-0.2,-5.5,-3.4
Cc1cccc2nc(-c3cccc(NC(=O)Cc4ccccc4)c3)cn12,-1.4,9.2,2.4,-1.1,-3.6,4.7,-0.2,-7.4,-12.9
O=C(c1cccc(COc2cccc3ccccc23)c1)N1CCCC1,-7.2,10.1,3.2,-2.4,-3.6,8.7,-0.6,13.2,31.6
CCCc1ccc(OC(=O)c2ccc(O)cc2Cl)cc1,0.7,3.8,-5.4,2.5,8.0,3.5,-3.9,11.2,4.7
CCn1c(=O)c2ccccc2n(CC(=O)N2CCCc3ccccc32)c1=O,-4.7,0.3,-2.9,1.4,-1.0,-3.0,-2.2,-0.1,6.9
CCOC(=O)CN(C#N)c1nc(N(C)C)nc(N(C)C)n1,-0.2,8.1,12.4,1.6,7.3,-5.6,-2.2,1.6,-3.8
O=C(Cc1cccc2ccccc12)Nc1nc2ccccc2[nH]1,3.4,6.5,-2.9,6.0,3.0,5.2,-1.3,-5.8,3.6
C1=Nc2c(Nc3ccccc3)ncnc2Oc2ccccc21,-4.0,1.7,-1.5,-1.2,-3.0,-2.9,3.4,7.3,-1.2
CC1CC(=O)Nc2ccccc2N1C(=O)Cn1cnc2ccccc2c1=O (centres undefined),0.0,1.8,-2.2,2.0,-4.0,-1.6,-2.3,/,5.5
Cc1cc(C)c(NC(=S)N2CCC(N(C)CC3CCCO3)CC2)c(C)c1 (centres undefined),-4.2,-3.4,-7.9,7.2,-5.9,-9.5,0.9,1.0,3.7
COc1ccc2nc(N3CCN(C(=O)c4ccc5ncsc5c4)CC3)sc2c1,-1.0,1.4,-1.0,6.5,20.1,5.9,-3.0,-0.4,7.9
Cc1cccn2c(=O)nc(SCC(=O)N3CC(C)OC(C)C3)nc12 (centres undefined),4.7,-0.6,1.7,1.6,1.7,0.7,-4.8,0.9,3.4
COc1ccccc1C1CCN(Cc2ccc(C)cc2)CC1,-1.9,5.0,3.2,4.7,-7.1,7.5,4.5,-0.4,4.8
CCCNC(=O)C1CN(S(=O)(=O)c2ccccc2)CCN1S(=O)(=O)c1ccccc1 (centres undefined),-1.9,-0.7,0.7,-0.9,3.7,2.1,-5.6,1.6,19.0
CCOC(=O)c1cc(C#N)c(N)nc1C,1.9,7.7,-1.9,4.8,11.2,9.8,2.6,0.6,8.3
CCCCC(=O)Nc1nc2ccc(C(=O)OC)cc2s1,-3.0,-4.3,0.8,-0.3,-0.7,-0.9,-1.2,6.4,-0.9
O=C(O)CSCC(=O)N1CCN(c2ncnc3scc(-c4ccccc4)c23)CC1,-4.6,2.2,-2.5,5.7,-4.1,6.1,1.9,5.4,-0.4
Cc1cc(=O)oc2cc(OCCCC[n+]3ccccc3)ccc12,0.8,-1.9,1.1,3.8,5.5,2.1,-2.9,-10.3,6.5
Cc1ccc(C(=O)OCC(=O)N2C(C)CCCC2C)cc1S(=O)(=O)N1CCCCC1 (centres undefined),-0.5,2.2,16.6,3.8,2.2,-2.4,-2.5,3.6,7.8
O=C(CCN1C(=O)S/C(=C\c2ccccc2)C1=O)Nc1ccc(O)cc1C(=O)O,0.5,4.3,8.3,10.3,-2.2,12.3,-2.6,10.3,22.0
COc1ccc2cc(C(=O)NCc3ccccc3CN3CCCC3)ccc2c1,-2.1,-1.5,-4.2,-1.2,4.4,3.8,-5.2,/,38.6
Cn1c(=O)[nH]c2cc3ccccc3cc21,2.9,1.6,-5.7,11.4,7.5,3.8,-2.5,2.9,-0.7
COc1ccccc1NC(=O)COc1ccc(/C=N/n2cnnc2)cc1OC,1.7,0.4,3.2,2.5,1.1,9.6,4.1,-4.6,2.7
COC(=O)CCCNC(=O)OCc1ccc([N+](=O)[O-])cc1,-3.0,0.4,0.8,5.3,4.4,-3.9,-4.4,-0.1,-2.1
CCc1nnc(NC(=O)c2ccc(S(=O)(=O)N(CCOC)CCOC)cc2)o1,-2.5,3.5,-2.3,7.2,-6.6,12.7,0.2,1.2,-0.3
COC(=O)CN(c1ccc2c(c1)OCO2)S(C)(=O)=O,-1.5,0.7,0.2,3.3,1.0,2.1,1.3,2.0,1.7
CCc1ccc(NS(=O)(=O)c2c(C)nc3sc(CC)nn3c2=O)cc1,0.2,1.6,4.3,-1.2,5.5,7.4,0.0,5.4,-0.3
CCn1c(SCC(=O)Nc2nc(C)c(C)s2)nc2cccnc21,-0.8,-6.6,8.8,3.4,9.0,7.9,7.1,6.6,1.3
O=S1(=O)CCC(NC(=S)N2CCCCC2)C1 (centres undefined),-2.4,1.8,-1.6,1.0,0.6,2.9,4.0,-4.1,4.9
CCOc1ccc(CCNC(=O)c2cc3sccc3n2C)cc1OCC,0.8,2.6,4.2,1.0,3.7,4.3,-1.6,-4.8,10.1
O=C(Cc1ccccc1)NCC(=O)OCC(=O)c1ccc([N+](=O)[O-])cc1,-3.5,-1.1,9.1,2.5,-1.7,5.2,-2.6,14.2,11.9
CCOc1cc(N2CCOCC2)c(OCC)cc1NC(=O)c1ccccc1C,-0.9,1.5,-5.4,3.3,1.7,3.7,2.2,-4.3,21.5
Cc1ccc(-c2[nH]ncc2C(=O)c2cccc(F)c2)c(O)c1,-3.9,-7.2,-0.8,-0.4,-13.4,-0.5,-3.8,6.1,-3.4
CN(CC(=O)Nc1ccc(N2CCOCC2)cc1)CC(=O)Nc1ccccc1C#N,-0.2,3.3,8.6,2.3,-3.6,1.4,-2.3,1.0,2.9
COc1ccc2nc(SCC(=O)Nc3cc(C)on3)c(C#N)cc2c1,-5.1,11.2,-27.3,-6.6,-1.6,-10.6,-7.1,-9.0,5.3
Brc1ccc(C2=Nc3cccc4cccc(c34)N2)o1,-3.6,13.5,-11.0,1.3,-1.2,13.4,1.6,23.0,17.1
O=[N+]([O-])c1cccc(Oc2cnccn2)c1,5.7,3.6,-3.7,-1.6,12.7,-1.2,-1.0,5.4,-1.9

# Whole records from above.
# Profile of CCOc1ccc(CCNC(=O)c2cc3sccc3n2C)cc1OCC = LYPLA1 counter: 0.8; pPAFAH FP inh: 2.6; PAFAH2 inh: 4.2; PAFAH1B2 inh: 1.0; LYPLA2 counter: 3.7; PAFAH1B3 FP inh: 4.3; PAD4 inh: -1.6; GSTO1 counter: -4.8; PREPL inh: 10.1
# Profile of Brc1ccc(C2=Nc3cccc4cccc(c34)N2)o1 = LYPLA1 counter: -3.6; pPAFAH FP inh: 13.5; PAFAH2 inh: -11.0; PAFAH1B2 inh: 1.3; LYPLA2 counter: -1.2; PAFAH1B3 FP inh: 13.4; PAD4 inh: 1.6; GSTO1 counter: 23.0; PREPL inh: 17.1

# Bioassay records from PubChem.

# Some of the compounds tested; rates above refer to the full screens.
